NSD2 inh: inhibitors of human NSD2, primary screen, biochemical, plate reader, single point. Histone-lysine N-methyltransferase NSD2 (Homo sapiens), O96028. NSD2-SET H3K36me1 DELFIA fluorescence. inhibition, % at 12.5 µM. 0.07% of 44,000 active. AID 624260, 2012; in the data active = inhibition above about 54%, passing the limit was not always enough;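 also: inhibitors reduce the monomethyl H3K36 fluorescence signal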
Target sequence (O96028 whole entry, looked up): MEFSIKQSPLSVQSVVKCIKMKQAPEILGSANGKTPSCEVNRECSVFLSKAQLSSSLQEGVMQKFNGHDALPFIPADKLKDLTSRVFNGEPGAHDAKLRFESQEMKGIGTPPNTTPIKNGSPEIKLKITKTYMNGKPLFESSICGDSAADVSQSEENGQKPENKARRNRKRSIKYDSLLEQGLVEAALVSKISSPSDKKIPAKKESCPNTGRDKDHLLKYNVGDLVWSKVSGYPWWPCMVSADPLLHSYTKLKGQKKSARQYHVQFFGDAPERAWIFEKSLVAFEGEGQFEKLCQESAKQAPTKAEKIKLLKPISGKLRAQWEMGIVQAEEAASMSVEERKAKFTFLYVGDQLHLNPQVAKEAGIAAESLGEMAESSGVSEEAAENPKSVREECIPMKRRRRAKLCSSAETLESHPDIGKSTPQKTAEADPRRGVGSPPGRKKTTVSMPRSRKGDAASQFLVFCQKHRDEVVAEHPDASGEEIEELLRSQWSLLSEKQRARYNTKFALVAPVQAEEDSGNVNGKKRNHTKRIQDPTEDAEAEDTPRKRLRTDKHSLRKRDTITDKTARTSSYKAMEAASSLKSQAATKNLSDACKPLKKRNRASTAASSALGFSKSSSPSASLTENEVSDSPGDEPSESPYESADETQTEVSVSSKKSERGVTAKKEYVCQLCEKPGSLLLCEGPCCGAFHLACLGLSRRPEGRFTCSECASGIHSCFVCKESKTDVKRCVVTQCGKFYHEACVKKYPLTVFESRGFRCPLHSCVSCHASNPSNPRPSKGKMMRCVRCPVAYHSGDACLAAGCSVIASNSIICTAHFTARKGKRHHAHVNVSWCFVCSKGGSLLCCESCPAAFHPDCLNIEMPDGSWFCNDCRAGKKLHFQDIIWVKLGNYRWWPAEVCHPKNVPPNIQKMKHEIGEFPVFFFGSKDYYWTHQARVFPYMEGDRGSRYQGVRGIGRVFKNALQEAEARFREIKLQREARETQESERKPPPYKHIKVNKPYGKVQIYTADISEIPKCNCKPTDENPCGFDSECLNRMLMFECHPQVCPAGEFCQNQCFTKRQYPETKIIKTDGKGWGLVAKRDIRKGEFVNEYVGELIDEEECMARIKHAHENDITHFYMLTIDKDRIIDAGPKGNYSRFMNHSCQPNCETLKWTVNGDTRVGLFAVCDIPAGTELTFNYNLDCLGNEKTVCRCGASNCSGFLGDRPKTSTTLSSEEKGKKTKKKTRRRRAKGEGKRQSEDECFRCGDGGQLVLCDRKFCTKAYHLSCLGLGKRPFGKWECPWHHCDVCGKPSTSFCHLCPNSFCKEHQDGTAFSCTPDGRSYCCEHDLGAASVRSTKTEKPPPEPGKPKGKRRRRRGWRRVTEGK
Starred values were filed as active, the others as inactive. An excerpt (hit frequency here may not be typical).

Compound	NSD2 inh
C[C@@H]1CN([C@H](C)CO)C(=O)Cc2cc(NC(=O)CCCN(C)C)ccc2O[C@H]1CN(C)C	-0.3
O=C(C[C@H]1CC[C@@H](NS(=O)(=O)c2ccc(F)cc2)[C@H](CO)O1)NCc1ccc(Cl)c(Cl)c1	7.8
C[C@H]1CN([C@@H](C)CO)C(=O)Cc2cc(NS(=O)(=O)c3ccccc3)ccc2O[C@@H]1CN(C)S(=O)(=O)c1ccc(Cl)cc1	-0.9
C[C@H]1CN([C@@H](C)CO)C(=O)c2cc(NC(=O)CCN3CCOCC3)ccc2O[C@H]1CN(C)S(=O)(=O)c1ccccc1	3.9
C[C@H](CO)N1C[C@H](C)[C@@H](CN(C)S(=O)(=O)c2ccc(Cl)cc2)Oc2ccc(NS(=O)(=O)c3cn(C)cn3)cc2C1=O	0.3
CCN1CSC(=S)N(CC)C1	1.6
CCO[C@H]1OC(C(=O)N2CCCC2)=C[C@@H](c2ccc(Br)cc2)[C@@H]1CCCO	0.2
Cc1ccc(S(=O)(=O)Nc2ccc3c(c2)C(=O)N([C@H](C)CO)C[C@H](C)[C@@H](CN(C)S(=O)(=O)c2ccc(Cl)cc2)OCCCC[C@H](C)O3)cc1	6.3
C[C@@H]1CN([C@@H](C)CO)C(=O)c2cc(C#CCN(C)C)cnc2O[C@H]1CN(C)C(=O)Cc1cccnc1	7.3
C[C@@H]1CN([C@@H](C)CO)C(=O)c2cccc(NS(=O)(=O)c3cccs3)c2O[C@H]1CN(C)Cc1ccc(Oc2ccccc2)cc1	-0.7
C[C@@H]1CN([C@@H](C)CO)C(=O)c2cc(NC(=O)CCN3CCOCC3)ccc2O[C@@H]1CN(C)Cc1ccc(-c2ccccc2)cc1	-1.0
Cc1noc(C)c1S(=O)(=O)N(C)C[C@@H]1Oc2ccc(NC(=O)Nc3ccc(F)cc3)cc2CC(=O)N([C@H](C)CO)C[C@@H]1C	-3.2
COc1ccc(NC(=O)Nc2cccc3c2O[C@H](CN(C)Cc2ccccc2)[C@@H](C)CN([C@H](C)CO)C3=O)cc1	3.3
C[C@@H]1CN([C@H](C)CO)C(=O)Cc2cc(NC(=O)Nc3ccc4c(c3)OCO4)ccc2O[C@H]1CN(C)Cc1ccc(C(=O)O)cc1	-16.1
C[C@@H]1CCCCO[C@@H](CN(C)S(=O)(=O)c2ccccc2)[C@H](C)CN([C@@H](C)CO)C(=O)c2cc(N(C)C)ccc2O1	4.0
CN1CCN(C(=O)C[C@H]2C[C@H]3c4cc(NC(=O)Nc5ccc(C(F)(F)F)cc5)ccc4O[C@H]3[C@H](CO)O2)CC1	-2.7
Cc1noc(C)c1NC(=O)N(C)C[C@@H]1Oc2cc(C#CCC3CCCC3)ccc2S(=O)(=O)N([C@H](C)CO)C[C@@H]1C	-1.7
C[C@@H]1CN([C@H](C)CO)C(=O)c2cc(NC(=O)CCCN(C)C)ccc2O[C@@H]1CN(C)C	0.8
CCCNC(=O)N(C)C[C@H]1Oc2cc(-c3ccccc3F)ccc2S(=O)(=O)N([C@H](C)CO)C[C@H]1C	-9.6
C[C@@H]1CN([C@@H](C)CO)C(=O)Cc2cc(NS(=O)(=O)c3cccs3)ccc2O[C@@H]1CN(C)C(=O)Nc1cccc2ccccc12	-0.7
C[C@@H]1CN([C@@H](C)CO)C(=O)c2cc(NS(=O)(=O)c3ccccc3)ccc2O[C@@H]1CN(C)C(=O)Nc1ccc(F)cc1	-3.5
C[C@@H]1CN([C@H](C)CO)C(=O)c2cc(NS(=O)(=O)c3ccc(F)cc3)ccc2O[C@@H](C)CCCCO[C@@H]1CN(C)Cc1ccccc1	-6.5
COc1ccc(NC(=O)N(C)C[C@H]2Oc3ccc(NS(=O)(=O)c4ccc(F)cc4)cc3C(=O)N([C@H](C)CO)C[C@H]2C)cc1	-0.7
COc1ccc(CN(C)C[C@@H]2Oc3ccc(NC(=O)CCN4CCOCC4)cc3CC(=O)N([C@H](C)CO)C[C@H]2C)cc1	-7.2
C[C@@H]1CN([C@@H](C)CO)C(=O)c2cc(NC(=O)NC3CCCCC3)ccc2O[C@H]1CN(C)C(=O)Nc1cccc2ccccc12	6.7
C[C@@H]1CN([C@@H](C)CO)C(=O)c2cc(NC(=O)Nc3ccc(C(F)(F)F)cc3)ccc2O[C@@H](C)CCCCO[C@H]1CN(C)C(=O)CCCN(C)C	2.7
C[C@@H]1CN([C@H](C)CO)C(=O)c2cccc(NC(=O)Nc3ccc4c(c3)OCO4)c2O[C@@H]1CN(C)Cc1ccc(C(F)(F)F)cc1	0.7
Cc1ccc(S(=O)(=O)Nc2ccc3c(c2)C(=O)N([C@H](C)CO)C[C@@H](C)[C@@H](CN(C)Cc2ccncc2)O3)cc1	2.5
CC(C)NC(=O)Nc1cccc2c1O[C@H](CN(C)Cc1ccncc1)[C@H](C)CN([C@H](C)CO)C2=O	1.6
C[C@@H](NC(=O)C[C@@H]1C[C@H]2c3cc(NC(=O)CC4CC4)ccc3O[C@H]2[C@H](CO)O1)c1ccccc1	-3.5
C[C@H](CO)N1C[C@H](C)[C@@H](CN(C)C(=O)Nc2ccc(C(F)(F)F)cc2)Oc2c(NC(=O)Nc3ccc4c(c3)OCO4)cccc2C1=O	-17.2
Cc1noc(C)c1NC(=O)Nc1cccc2c1O[C@@H](CN(C)Cc1ccc(Cl)c(Cl)c1)[C@H](C)CN([C@@H](C)CO)C2=O	-1.0
Cc1noc(C)c1NC(=O)Nc1cccc2c1O[C@H](CN(C)Cc1ccncc1)[C@@H](C)CN([C@@H](C)CO)C2=O	23.0
CC(=O)N(C)C[C@@H]1Oc2cc(-c3cccc(C#N)c3)ccc2S(=O)(=O)N([C@H](C)CO)C[C@H]1C	14.6
C[C@H](CO)N1C[C@H](C)[C@@H](CN(C)CC2CC2)Oc2ccc(NC(=O)CCC(F)(F)F)cc2CC1=O	3.0
Cc1noc(C)c1S(=O)(=O)Nc1ccc2c(c1)C(=O)N([C@@H](C)CO)C[C@@H](C)[C@H](CN(C)S(=O)(=O)c1cccs1)OCCCC[C@H](C)O2	-0.8
C[C@@H]1CN([C@H](C)CO)C(=O)Cc2cc(NC(=O)Cc3ccccc3)ccc2O[C@@H]1CN(C)S(=O)(=O)c1ccc(F)cc1	-10.0
C[C@H]1CN([C@@H](C)CO)C(=O)c2cc(C#Cc3cccnc3)cnc2O[C@@H]1CN(C)S(C)(=O)=O	2.9
C/C=C/c1ccc2c(c1)O[C@@H](CN(C)C(=O)Cc1ccccn1)[C@@H](C)CN([C@@H](C)CO)S2(=O)=O	7.3
CC1(C)CC[C@]2(C(=O)O)CC[C@]3(C)C(=CCC4[C@@]5(C)C[C@@H](O)[C@H](O)[C@@](C)(CO)C5[C@H](O)C[C@]43C)[C@@H]2C1 (stereo not given in full)	5.6
C[C@H]1CN([C@@H](C)CO)C(=O)c2cccc(NC(=O)c3ccc(-c4nccs4)cc3)c2O[C@@H]1CN(C)S(=O)(=O)c1ccccc1	-7.5
C[C@H](CO)N1C[C@H](C)[C@H](CN(C)C(=O)c2ccc(F)cc2)Oc2ncc(Br)cc2C1=O	-0.9
CC(CNC1CCCCC1)OC(=O)c1ccccc1 (stereo not given)	3.4
C[C@@H]1CN([C@@H](C)CO)C(=O)c2cccc(NC(=O)Nc3ccc(F)cc3)c2O[C@@H]1CN(C)C(=O)NC1CCCCC1	-3.6
COc1ccc(S(=O)(=O)Nc2ccc3c(c2)CC(=O)N([C@@H](C)CO)C[C@@H](C)[C@@H](CN(C)Cc2ccc4c(c2)OCO4)O3)cc1	7.4
C[C@H](CO)N1C[C@H](C)[C@@H](CN(C)Cc2ccc(Cl)c(Cl)c2)Oc2ccc(NC(=O)Nc3ccc(C(F)(F)F)cc3)cc2CC1=O	-2.8
CO[C@@H](C(=O)N(C)C[C@@H]1OCc2ccccc2-c2c(n(C)c3ccccc23)C(=O)N([C@H](C)CO)C[C@H]1C)c1ccccc1	-4.7
C[C@@H]1CN([C@H](C)CO)C(=O)c2cccc(N(C)C)c2O[C@@H]1CN(C)C(=O)Nc1cccc2ccccc12	-1.9
C[C@@H]1CCCCO[C@H](CN(C)CC2CCCCC2)[C@@H](C)CN([C@H](C)CO)C(=O)c2cc(NC(=O)Nc3ccc(F)cc3)ccc2O1	2.3
CNC[C@H]1Oc2ncc(-c3ccccc3C)cc2C(=O)N([C@H](C)CO)C[C@H]1C	1.4
Cc1ccc(S(=O)(=O)Nc2ccc3c(c2)C(=O)N([C@@H](C)CO)C[C@H](C)[C@H](CN(C)S(=O)(=O)c2ccc(Cl)cc2)O3)cc1	-3.0
C[C@@H]1CCCCO[C@H](CN(C)C(=O)NC2CCCCC2)[C@@H](C)CN([C@@H](C)CO)C(=O)c2cc(NS(=O)(=O)c3cn(C)cn3)ccc2O1	2.0
COc1ccc(NC(=O)N(C)C[C@H]2Oc3ccc(NS(C)(=O)=O)cc3CC(=O)N([C@H](C)CO)C[C@@H]2C)cc1	3.8
C[C@@H]1CN([C@@H](C)CO)C(=O)c2cccc(NC(=O)C3CCOCC3)c2O[C@H]1CN(C)Cc1ccc2c(c1)OCO2	-2.9
C[C@H](CO)N1C[C@H](C)[C@@H](CN(C)S(=O)(=O)CC(F)(F)F)OCc2ccccc2-c2ccccc2C1=O	9.5
Cc1noc(C)c1S(=O)(=O)Nc1ccc2c(c1)CC(=O)N([C@@H](C)CO)C[C@@H](C)[C@@H](CN(C)C(=O)Nc1ccccc1)O2	-0.3
C[C@@H]1CN([C@H](C)CO)C(=O)CCCn2cc(nn2)CO[C@@H]1CN(C)S(=O)(=O)c1ccc(-c2ccccc2)cc1	-2.8
Oc1ccc2c(c1O)OCC1c3cc4c(cc3OC21)OCO4 (stereo not given)	3.6
C[C@@H]1CN([C@@H](C)CO)C(=O)c2cc(C3=CCCC3)cnc2O[C@H]1CN(C)C(=O)c1ccccn1	6.6
CC(C)CC#Cc1ccc2c(c1)O[C@@H](CN(C)Cc1ccc3c(c1)OCO3)[C@H](C)CN([C@@H](C)CO)S2(=O)=O	-3.4

(listing goes on)
Compound	NSD2 inh
Cc1ccc(S(=O)(=O)N(C)C[C@@H]2OCCCC[C@H](C)Oc3ccc(NC(=O)Nc4c(C)noc4C)cc3C(=O)N([C@@H](C)CO)C[C@@H]2C)cc1	0.8
CNC[C@@H]1OCc2cn(nn2)CCCC(=O)N([C@H](C)CO)C[C@H]1C	-1.9
C[C@@H]1CN([C@@H](C)CO)C(=O)c2cc(NS(=O)(=O)c3ccc(F)cc3)ccc2O[C@@H]1CN(C)S(=O)(=O)c1cccs1	0.1
CSCCC(NC=O)C(=O)NC(Cc1ccccc1)C(=O)O (stereo not given)	0.8
C[C@@H]1CCCCO[C@@H](CN(C)S(=O)(=O)c2cccs2)[C@@H](C)CN([C@@H](C)CO)C(=O)c2cc(N(C)C)ccc2O1	-0.8
NC(=O)COc1ccc(/C=N/NC(=O)c2ccccn2)cc1	-4.0
COc1ccc(S(=O)(=O)Nc2ccc3c(c2)C(=O)N([C@@H](C)CO)C[C@@H](C)[C@@H](CN(C)S(=O)(=O)c2ccc(C)cc2)O3)cc1	-1.0
COCC(=O)N(C)C[C@@H]1Oc2ncc(-c3ccc(C)cc3)cc2C(=O)N([C@@H](C)CO)C[C@H]1C	-1.1
Cc1ccc(-c2nc3cnccn3c2NC2CCCCC2)o1	-3.3
C=C1C[C@@]23CC[C@@H]4[C@](C)(CO)CCC[C@@]4(C)[C@@H]2CC[C@@H]1C3	-2.9
Cc1noc(C)c1NC(=O)N(C)C[C@H]1Oc2ccc(NC(=O)NC3CCCCC3)cc2C(=O)N([C@@H](C)CO)C[C@H]1C	3.3
C[C@H]1CN([C@@H](C)CO)C(=O)Cc2cc(NC(=O)CCN3CCOCC3)ccc2O[C@@H]1CN(C)Cc1ccc(C(=O)O)cc1	0.0
Cc1noc(C)c1NC(=O)Nc1ccc2c(c1)C(=O)N([C@@H](C)CO)C[C@H](C)[C@H](CN(C)C(=O)NC1CCCCC1)OCCCC[C@H](C)O2	9.8
C[C@@H]1CN([C@@H](C)CO)C(=O)c2cccc(NC(=O)c3ccc(-c4nccs4)cc3)c2O[C@@H]1CN(C)Cc1ccc(C(F)(F)F)cc1	-1.7
CCS(=O)(=O)N1CCC[C@@H]2CN3CCc4cc(OC)ccc4[C@@H]3C[C@@H]21	1.0

Ordered by the number under NSD2 inh (descending): 5 of the compounds above.
Compound	NSD2 inh
COc1ccc(S(=O)(=O)Nc2ccc3c(c2)CC(=O)N([C@@H](C)CO)C[C@@H](C)[C@@H](CN(C)Cc2ccc4c(c2)OCO4)O3)cc1	7.4
C[C@@H]1CCCCO[C@@H](CN(C)S(=O)(=O)c2ccccc2)[C@H](C)CN([C@@H](C)CO)C(=O)c2cc(N(C)C)ccc2O1	4.0
COc1ccc(NC(=O)N(C)C[C@H]2Oc3ccc(NS(C)(=O)=O)cc3CC(=O)N([C@H](C)CO)C[C@@H]2C)cc1	3.8
C[C@@H]1CN([C@@H](C)CO)C(=O)c2cc(NC(=O)CCN3CCOCC3)ccc2O[C@@H]1CN(C)Cc1ccc(-c2ccccc2)cc1	-1.0
CCCNC(=O)N(C)C[C@H]1Oc2cc(-c3ccccc3F)ccc2S(=O)(=O)N([C@H](C)CO)C[C@H]1C	-9.6

New compounds follow
Compound	NSD2 inh
C[C@H](CO)N1C[C@H](C)[C@H](CN(C)Cc2ccccn2)Oc2cc(-c3cccc(C#N)c3)ccc2S1(=O)=O	2.3
O=C(O)C[C@H]1C[C@@H]2c3cc(NC(=O)C4CCOCC4)ccc3O[C@@H]2[C@@H](CO)O1	-1.5
C[C@@H]1CN([C@@H](C)CO)S(=O)(=O)c2ccc(-c3ccccc3)cc2O[C@@H]1CN(C)C(=O)c1ccc2c(c1)OCO2	12.2
C[C@H]1CN([C@@H](C)CO)C(=O)c2cccc(NC(=O)c3nc4ccccc4s3)c2O[C@H]1CN(C)S(C)(=O)=O	0.4
Cc1c(Cl)cccc1NC(=S)N1CCCN(c2nc3ccc(Cl)cc3s2)CC1	-3.8

High-throughput results (PubChem)
